EPAC2 antagonist: qHTS for Antagonist of cAMP-regulated guanine nucleotide exchange factor 2 (EPAC2): primary screen; Rap guanine nucleotide exchange factor 4 (Homo sapiens), Q8WZA2; EPAC2 GEF exchange of Rap1B-BODIPY-GDP, fluorescence; Potency, µM (series often up to 114 µM), for the others: at the top dose activity, negative = inhibition, hits mostly inhibitors; actives 0.18% (n = 360,000); also: % is scaled to controls: 0 for no effect and ±100 for the full control effect; nearly all actives have a fitted effect of over 45% in size; many of its hits are not listed in these tables
Target sequence (Q8WZA2 whole entry, looked up): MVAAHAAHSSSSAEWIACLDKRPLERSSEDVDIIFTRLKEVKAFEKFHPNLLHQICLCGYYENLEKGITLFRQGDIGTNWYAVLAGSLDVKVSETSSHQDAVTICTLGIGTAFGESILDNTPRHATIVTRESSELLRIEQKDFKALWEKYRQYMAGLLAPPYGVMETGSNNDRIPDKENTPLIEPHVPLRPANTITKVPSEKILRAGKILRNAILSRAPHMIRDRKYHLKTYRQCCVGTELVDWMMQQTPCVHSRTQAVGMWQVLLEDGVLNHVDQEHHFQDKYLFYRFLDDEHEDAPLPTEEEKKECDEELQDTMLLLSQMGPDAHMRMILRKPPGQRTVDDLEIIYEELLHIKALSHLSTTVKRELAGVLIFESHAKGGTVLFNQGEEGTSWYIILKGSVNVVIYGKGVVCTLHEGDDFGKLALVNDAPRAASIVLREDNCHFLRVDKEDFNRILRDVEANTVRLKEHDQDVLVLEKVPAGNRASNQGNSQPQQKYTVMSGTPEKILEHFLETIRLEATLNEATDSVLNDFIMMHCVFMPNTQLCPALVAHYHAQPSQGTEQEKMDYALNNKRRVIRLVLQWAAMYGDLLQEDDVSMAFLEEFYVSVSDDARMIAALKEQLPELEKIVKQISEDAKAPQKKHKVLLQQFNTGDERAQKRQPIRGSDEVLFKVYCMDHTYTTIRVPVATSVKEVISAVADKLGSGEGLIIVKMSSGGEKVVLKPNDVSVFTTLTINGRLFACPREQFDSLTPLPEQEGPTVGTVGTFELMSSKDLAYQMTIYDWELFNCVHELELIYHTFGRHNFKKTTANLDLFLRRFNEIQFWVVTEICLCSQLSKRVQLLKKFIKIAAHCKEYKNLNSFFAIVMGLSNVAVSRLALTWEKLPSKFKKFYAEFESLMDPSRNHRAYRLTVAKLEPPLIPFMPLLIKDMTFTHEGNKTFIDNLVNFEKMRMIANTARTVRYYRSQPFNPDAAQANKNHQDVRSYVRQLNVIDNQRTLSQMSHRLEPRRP
ATXN2 expr inh: Primary qHTS for Inhibitors of ATXN expression; HEK-293 ATXN2-luciferase reporter, luminescence, 24 h; Potency, µM (top dose mostly 57 µM), without a hit: at the highest dose activity change, negative = inhibition, hits mostly inhibitors; actives 0.72% (n = 360,000); also: % is scaled to controls: 0 for no effect and ±100 for the full control effect; nearly all actives have a fitted effect of over 55% in size
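ATXN2-luciferase reporter cells (luciferase flanked by upstream and downstream ATXN2 gene portions) were treated 24 h at 37 °C with compounds at up to 57 uM. SteadyGlo luminescence gave expression; GF-AFC fluorescence gave viability.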
TGFb inhibitor: qHTS for Inhibitors of TGF-b; HepG2 CAGA-GFP TGF-b/SMAD3 reporter, GFP fluorescence, 18 h; TGF-beta stimulated, 500 pg/mL final; Potency, µM (titrated, usually from 46.1 µM), inactives show at the top dose activity, negative = inhibition, most hits filed as inhibitors; actives 1.2% (n = 410,000); AID 588855, 2011; also: % is scaled to controls: 0 for no effect and ±100 for the full control effect; nearly all actives have a fitted effect of over 65% in size
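HEPG2 CAGA-GFP, 1000 cells/well; 2 h settle, 37 C; cpd via pin tool; TGF-b 500 pg/mL final; 18 h, 37 C; GFP imaging ex488/em500-530; %Activity normalised to -TGF-b and +DMSO controls; CRC fit, curve class.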
Nrf2 activator: qHTS of Nrf2 Activators; AREc32 ARE-luciferase reporter (MCF7-derived line), luminescence, 24 h; Potency, µM (highest dose often 46.1 µM), for the others: top-dose activation, most hits filed as activators; actives 0.31% (n = 410,000); also: % of control where 0% means no effect; nearly all actives have a fitted effect of over 65% in size
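AREc32 cells carrying an ARE-driven firefly luciferase, 1000 cells/well in OPTI-MEM with 5% FBS, dosed after overnight attachment and incubated 24 hr at 37 deg C. Steady-Glo luminescence read after 30 min at RT.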
HepG2 viability: qHTS for Inhibitors of TGF-b: Cytotox Counterscreen | Potency, µM (highest dose often 46.1 µM), without a hit: at the highest dose activity change, negative = cytotoxicity, actives largely listed as cytotoxic | actives 0.76% (n = 410,000) | HepG2 CAGA-GFP viability, ATP luminescence, 18 h; also: some results filed as inactive show a strong effect at the top dose
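CellTiter-Glo luminescence gave cytotoxicity after 18 hours at 37 degrees C. The cells were HepG2 CAGA-GFP in 1% FBS DMEM, stimulated with 500 pg/mL TGF-beta after compound addition. %Activity was normalised to no-cell wells (complete cell-killing) and DMSO (no toxicity), and curves were fitted and classified.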
S2 tox: Viability Counterscreen for Primary qHTS for Inhibitors of ATXN expression; S2 cells (HEK-293 line with an ATXN2-luciferase reporter) viability, CellTiter-Fluor protease fluorescence, 24 h; Potency, µM (doses to about 56.7 µM), actives largely listed as cytotoxic; actives 0.49% (n = 400,000); AID 651635, 2014; also: nearly all actives have a fitted effect of over 40% in size
A549 viability: Nrf2 qHTS screen for inhibitors: counterscreen for cytotoxicity; A549 ARE-Fluc cells, CellTiter-Fluor viability, 18-24 h; Potency, µM (titrated, usually from 46 µM), for the others: top-dose activity change, negative = cytotoxicity, usual class: inhibitors; actives 0.16% (n = 390,000); AID 504648, 2011; also: % is scaled to controls: 0 for no effect and ±100 for the full control effect
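A549 ARE_Fluc cells in 5% FBS OPTI-MEM were exposed to compounds in concentration-response for 18-24 h at 37 deg C. Viability was read by CellTiter-Fluor fluorescence (Ex 405/Em 525) after 30 min, before the luciferase read.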
MCF10A rerep: A quantitative high throughput screen for small molecules that induce DNA re-replication in MCF 10a normal breast cells; AID 624296, 2012; MCF 10A DNA re-replication, Hoechst nuclear intensity, 48 h; Potency, µM (highest dose often 46.1 µM), for the others: at the highest dose activity, positive = re-replication, most hits filed as activators; actives 2.9% (n = 350,000); also: % of control where 0% means no effect; nearly all actives have a fitted effect of over 50% in size
Nrf2 block: Nrf2 qHTS screen for inhibitors. A549 ARE-Fluc reporter, luciferase luminescence, 18-24 h. actives 2.1% (n = 360,000). Potency, µM (titrated, usually from 46 µM), inactives show top-dose activity change, negative = inhibition, actives largely listed as inhibitors; also: % is scaled to controls: 0 for no effect and ±100 for the full control effect; nearly all actives have a fitted effect of over 60% in size
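In this cell-based qHTS, ARE-driven firefly luciferase in A549 cells reports Nrf2 activity; the luminescent signal after BugLite lysis is the measured value, with a prior CellTiter-Fluor read for cell health.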
* marks the source's active call; other numbers are inactive results; [ ] = another dose, or the depositor's remark. Calls follow the shape of the dose curve; as a rule, active = well fitted curve in the direction sought with a large enough effect; inconclusive = small, poorly fitted or top-dose-only effect, or another doubt; inactive = no such curve, though single readings can be large; an effect the other way counts as inactive or inconclusive. Potency is read from the fitted curve at half-maximal effect. This is a subset. The share of hits here may be higher or lower than overall.

Screening O=C(Cc1ccc([N+](=O)[O-])cc1)N1N=C2CCCCC2C1(O)C(F)(F)F (centres undefined) returned EPAC2 antagonist 5%, ATXN2 expr inh -27%, TGFb inhibitor 4%, Nrf2 activator 0.0%, HepG2 viability 30%, S2 tox inactive, A549 viability 0%, MCF10A rerep -15% and Nrf2 block -14%.
`Cc1ccc(NC(=S)NCC(C)CSc2ccc(Cl)cc2)cc1` (centres undefined) gave EPAC2 antagonist -4%, ATXN2 expr inh -7%, TGFb inhibitor 1%, Nrf2 activator -0.5%, HepG2 viability -6%, S2 tox inactive, A549 viability -4%, MCF10A rerep 18% and Nrf2 block 10%.
For CCCc1c(C(=O)N/N=C/c2ccncc2)nnn1-c1nonc1N the results were EPAC2 antagonist -2%, TGFb inhibitor 0%, Nrf2 activator -0.5%, HepG2 viability -16%, S2 tox inconclusive, A549 viability 12%, MCF10A rerep -16% and Nrf2 block 0%.
For COc1cc(NC(=O)C2CCN(c3cnccn3)CC2)cc(OC)c1OC the results were EPAC2 antagonist 1%, ATXN2 expr inh 0%, TGFb inhibitor 16%, Nrf2 activator -0.9%, HepG2 viability 17%, S2 tox inactive, A549 viability 1%, MCF10A rerep -1% and Nrf2 block -3%.
For COc1cc(OC)cc(C(=O)N(Cc2ccco2)Cc2cccs2)c1 the results were TGFb inhibitor -21%, HepG2 viability 0%, A549 viability 11% and Nrf2 block -6%.
`COc1ccccc1N1CCN(C(c2cccs2)C(C)NS(=O)(=O)c2ccccc2)CC1` (centres undefined) gave EPAC2 antagonist -10%, ATXN2 expr inh 5%, TGFb inhibitor -24%, Nrf2 activator 6.1%, HepG2 viability -18%, S2 tox inactive, A549 viability 8%, MCF10A rerep -5% and Nrf2 block -27%.
`CCc1ccc(CNC(=O)Cc2ccc(NC(=O)N3CCSc4ncccc43)cc2)cc1` gave TGFb inhibitor 0%, Nrf2 activator -0.1%, HepG2 viability -18%, A549 viability 4% and Nrf2 block inconclusive.
CC1CCN(C(=O)c2cc(S(=O)(=O)N3CCCCC3)c[nH]2)CC1 was read as EPAC2 antagonist 5%, ATXN2 expr inh 1%, TGFb inhibitor -18%, Nrf2 activator -0.7%, HepG2 viability 10%, S2 tox inactive, A549 viability -4%, MCF10A rerep inconclusive and Nrf2 block -11%.
Screening Cc1nnc(SCC(=O)Nc2ccc(F)cc2F)n(N)c1=O returned EPAC2 antagonist 15%, ATXN2 expr inh 7%, TGFb inhibitor 1%, Nrf2 activator -0.9%, HepG2 viability 17%, S2 tox inactive, A549 viability -2%, MCF10A rerep 0% and Nrf2 block -15%.
O=S(=O)(NCC1CCN(c2ccc(S(=O)(=O)N3CCOCC3)cc2)CC1)c1ccc(F)cc1 was read as EPAC2 antagonist -7%, ATXN2 expr inh -16%, TGFb inhibitor -23%, Nrf2 activator 0.7%, HepG2 viability -13%, S2 tox inactive, A549 viability inconclusive, MCF10A rerep -3% and Nrf2 block 21µM*.
O=C(COC(=O)Cc1ccsc1)Nc1cccc(F)c1 was read as EPAC2 antagonist -8%, ATXN2 expr inh -1%, TGFb inhibitor 19%, Nrf2 activator -0.1%, HepG2 viability 8%, S2 tox inactive, A549 viability 5%, MCF10A rerep 20% and Nrf2 block 2%.
Screening CC1=NOC(=O)/C1=C/c1ccc(O)c(Br)c1 returned EPAC2 antagonist 5%, ATXN2 expr inh -19%, TGFb inhibitor 0%, Nrf2 activator 0.2%, HepG2 viability -2%, S2 tox inactive, A549 viability -2%, MCF10A rerep inconclusive and Nrf2 block -18%.
Screening COCCC(=O)NC12CC3CC(CC(C3)C1)C2 returned EPAC2 antagonist -2%, ATXN2 expr inh 4%, TGFb inhibitor inconclusive, Nrf2 activator -0.6%, HepG2 viability 0%, S2 tox inactive, A549 viability 5%, MCF10A rerep -7% and Nrf2 block 7%.
CC(C)NS(=O)(=O)c1ccc(NC(=O)C(C)OC(=O)C2CCC2)cc1 (centres undefined) was read as EPAC2 antagonist -8%, TGFb inhibitor -2%, Nrf2 activator -1.5%, HepG2 viability -8%, A549 viability 2%, MCF10A rerep 1% and Nrf2 block 6%.
`CCn1c(=N)n(CC(=O)c2ccc(OC)c(OC)c2)c2ccccc21` gave EPAC2 antagonist 21%, ATXN2 expr inh -32%, TGFb inhibitor 2%, Nrf2 activator 0.5%, HepG2 viability -33%, S2 tox inconclusive, A549 viability -13% and MCF10A rerep -7%.
Screening CC(=O)N1c2c(cc(Br)cc2S(=O)(=O)N2CCN(c3ccccc3F)CC2)CC1C (centres undefined) returned EPAC2 antagonist -10%, ATXN2 expr inh -16%, TGFb inhibitor -26%, Nrf2 activator -0.6%, HepG2 viability -16%, S2 tox inactive, A549 viability -7%, MCF10A rerep inconclusive and Nrf2 block 23µM*.
Screening Cc1cc(C)n2c(SCc3ccc(Br)cc3)nnc2n1 returned EPAC2 antagonist -10%, TGFb inhibitor -23%, Nrf2 activator 5.1%, HepG2 viability -21%, S2 tox inactive, A549 viability -5%, MCF10A rerep 1% and Nrf2 block -16%.
Screening CC[C@H](C)[C@@H](CO)NC(=O)[C@H]1O[C@@H](n2ccc(=O)[nH]c2=O)[C@H](O)[C@@H]1O returned EPAC2 antagonist 7%, ATXN2 expr inh -1%, TGFb inhibitor -2%, Nrf2 activator -1.0%, HepG2 viability -28% and S2 tox inactive.
CN(C)S(=O)(=O)c1ccc(S(=O)(=O)N(CC(=O)Nc2ccccc2)Cc2ccco2)cc1 was read as EPAC2 antagonist -2%, ATXN2 expr inh -7%, TGFb inhibitor -15%, Nrf2 activator 0.2%, HepG2 viability 0%, S2 tox inactive, A549 viability -2% and MCF10A rerep -8%.
For Cn1c(CCC(=O)OCC(=O)NCc2ccccc2Cl)nc(=O)c2ccccc21 the results were EPAC2 antagonist 4%, ATXN2 expr inh 4%, TGFb inhibitor 6%, Nrf2 activator -0.6%, HepG2 viability 10%, S2 tox inactive, A549 viability -3%, MCF10A rerep -3% and Nrf2 block 5%.
`CS(=O)(=O)Oc1ccc2c(c1)O/C(=C\C=C\c1ccccc1)C2=O` gave EPAC2 antagonist -3%, ATXN2 expr inh -6%, TGFb inhibitor -10%, Nrf2 activator inconclusive, HepG2 viability -8%, S2 tox inactive, A549 viability 1%, MCF10A rerep 3% and Nrf2 block -14%.
Screening C=CCN1C2CCCC1CC(NC(=O)Nc1cc(C)cc(C)c1)C2 (centres undefined) returned EPAC2 antagonist -4%, ATXN2 expr inh -7%[11.3 µM], TGFb inhibitor 6%, Nrf2 activator -0.5%, HepG2 viability -12%, S2 tox inactive, A549 viability -1%, MCF10A rerep -13% and Nrf2 block inconclusive.
COc1ccc(C(=O)NC(=O)COC(=O)c2ccc(C)o2)cc1 was read as EPAC2 antagonist 20%, ATXN2 expr inh 4%, TGFb inhibitor 1%, Nrf2 activator -1.3%, HepG2 viability 1%, S2 tox inactive, A549 viability 0%, MCF10A rerep 10% and Nrf2 block 4%.
CCC1=NN(C(=O)C(=O)NCCc2ccccc2)C(O)(C(F)(F)F)C1 (centres undefined) was read as EPAC2 antagonist 7%, ATXN2 expr inh -13%, TGFb inhibitor 5%, Nrf2 activator -0.6%, HepG2 viability -21%, S2 tox inactive, A549 viability -6%, MCF10A rerep 7% and Nrf2 block -3%.
`COc1ccc(N(CC(=O)O)S(=O)(=O)c2cccnc2)cc1` gave EPAC2 antagonist 6%, ATXN2 expr inh -30%, TGFb inhibitor -1%, Nrf2 activator -0.2%, HepG2 viability 3%, S2 tox inactive, A549 viability 3% and MCF10A rerep -2%.
For O=C(CSc1ccc2nc(-c3ccccc3)cn2n1)Nc1ccccc1 the results were ATXN2 expr inh 15%, TGFb inhibitor 0%, Nrf2 activator -1.2%, HepG2 viability -8%, S2 tox inactive and A549 viability 8%.
For O=C(COC(=O)c1cc(=O)[nH]c2ccccc12)Nc1ccc(F)cc1 the results were EPAC2 antagonist 3%, ATXN2 expr inh -20%, TGFb inhibitor 0%, Nrf2 activator -0.2%, HepG2 viability 1%, S2 tox inactive, A549 viability 6%, MCF10A rerep 11% and Nrf2 block 9%.
CCOC(=O)C1=C(C)N=c2s/c(=C3/C(=O)Nc4ccccc43)c(=O)n2C1c1ccc(C)cc1 (centres undefined) was read as EPAC2 antagonist 0%, ATXN2 expr inh -5%, TGFb inhibitor 0%, Nrf2 activator 3.4%, HepG2 viability -65%, S2 tox inactive, A549 viability -8%, MCF10A rerep -2% and Nrf2 block -14%.

Compound activity: PubChem BioAssay, National Center for Advancing Translational Sciences (NCATS)
